H9c2 protect = myocardial damage modulation in H9c2 cells | H9c2 cardiomyocytes, H2O2 injury protection, ATPLite, 2 h | protection from H2O2 cell death, % at 20 µM | 0.63% of 360,000 active;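 active means compounds giving at least 50% protection of heart cells from peroxide-induced death in the single-dose screen, raw or plate-pattern-corrected value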;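 further: 0% = DMSO wells with peroxide and 100% = DMSO wells without peroxide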
N-glyco inh = blocks N-linked glycosylation in D54 reporter cells; D54 ERlucT glycosylation luciferase reporter, 24 h; percent of 100 nM tunicamycin response; reporter increase, % at 12.5 µM; 0.23% of 360,000 active; AID 588692;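 active means mean luciferase reporter signal, scaled so untreated is 0 and the glycosylation-blocking control 100, at or above a set limit in every replicate; inconclusive means mean reaches the limit but not every replicate does; inactive means mean below the limit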;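 further: luciferase carries N-glycosylation sites so blocking glycosylation raises the light; 0% = median of neutral control wells and 100% = median of 100 nM tunicamycin wells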
MC4R antagonist = blocks human MC4R cAMP signaling; P32245; MC4R-expressing cells, MTII-stimulated cAMP, LANCE TR-FRET; inhibition, % at 6.5 µM; 0.48% of 360,000 active; AID 540295;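 active means inhibition above its plate's cutoff, the mean of tested wells on that plate plus 3 SD, cut at about 29% in these data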;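 further: 0% = Melanotan II alone and 100% = Melanotan II plus saturating MCL0020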
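Material: human MC4R-expressing U2OS cells. Probe or stimulus: Melanotan II challenge. Dosing: 6.5 µM single dose. Times: 30-min compound, 1-h challenge, 1-h detection, room temperature. Technique: TR-FRET with Eu-cAMP and labeled anti-cAMP, 671 nm. Replication: singlicate.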
ABHD5 PLIN5 PPI = inhibitors of human ABHD5-perilipin-5 interaction | Split G. princeps luciferase complementation, luminescence, 4 h | 0.78% of 360,000 active | inhibition, % at 4 µM;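 active means inhibition above the mean inhibition across every tested compound plus 3 SD, cut at about 22% in these data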;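 further: 0% = DMSO only wells and the 100% control is not disclosed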
CaV13 FRET inh = Disruptors of the CACNA1D IQ motif to Ca2+-dependent inactivation inhibitor domain association, primary screening, Förster resonance energy transfer in intact living …; HEK cells, CFP/YFP FRET ICDI-IQ, plate reader, 10 min; percent FRET-ratio fall versus neutral wells; inhibition, % at 12.3 µM; 0.098% of 340,000 active;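 active means mean replicate inhibition of at least 30% and at least 1% of replicates passing that level; inconclusive means only one of the two criteria is met; inactive means neither criterion is met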;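 further: 0% = median of the neutral control wells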
m5-HT2A agonist = mouse HTR2A agonism via beta-arrestin recruitment; activation, % at 7.6 µM; P35363; CHO-K1 mHTR2A beta-arrestin complementation, luminescence; percent of 30 µM serotonin response; AID 624169; 0.66% of 360,000 active;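 active means activation above a run cutoff, the mean activation of all tested compounds plus 3 SD, cut at about 14% in these data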;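 further: 0% = plate median of compound wells and 100% = 30 µM serotonin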
Target sequence (P35363 whole entry, looked up): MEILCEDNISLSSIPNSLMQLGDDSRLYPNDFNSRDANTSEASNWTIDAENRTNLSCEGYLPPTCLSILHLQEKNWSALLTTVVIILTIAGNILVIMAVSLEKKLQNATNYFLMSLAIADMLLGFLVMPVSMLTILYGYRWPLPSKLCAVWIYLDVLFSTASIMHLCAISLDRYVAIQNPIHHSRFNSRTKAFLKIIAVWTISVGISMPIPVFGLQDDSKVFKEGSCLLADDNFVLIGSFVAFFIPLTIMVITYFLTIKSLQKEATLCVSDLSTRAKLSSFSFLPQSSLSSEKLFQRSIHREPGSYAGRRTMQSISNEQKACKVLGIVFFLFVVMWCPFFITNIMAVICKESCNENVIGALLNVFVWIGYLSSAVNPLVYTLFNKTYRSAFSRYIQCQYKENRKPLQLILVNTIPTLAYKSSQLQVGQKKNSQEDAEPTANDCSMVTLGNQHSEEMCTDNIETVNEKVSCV
MC4R barr agon = agonists of human melanocortin 4 receptor (MC4R) beta-arrestin; U2OS MC4R beta-arrestin complementation, luminescence; percent of melanotan II response, DMSO zero; activation, % at 8.9 µM; AID 540308; 0.98% of 360,000 active; P32245;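 active means activation above a per-plate cutoff, the mean activation of sample wells on that plate plus 3 SD, cut at about 8% in these data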
PDI turbidity = inhibitors of human protein disulfide isomerase | PDI insulin aggregation turbidity, A650, 90 min | 0.052% of 350,000 active | P07237 | inhibition, % at 10 µM;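 active means mean inhibition across replicates of 30% or more, whatever share of single replicates reach that level; inconclusive means mean inhibition below 30% while every single replicate reaches 30%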;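 further: absorbance from insulin aggregation driven by PDI reduction with DTT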
Target sequence (P07237 whole entry, looked up): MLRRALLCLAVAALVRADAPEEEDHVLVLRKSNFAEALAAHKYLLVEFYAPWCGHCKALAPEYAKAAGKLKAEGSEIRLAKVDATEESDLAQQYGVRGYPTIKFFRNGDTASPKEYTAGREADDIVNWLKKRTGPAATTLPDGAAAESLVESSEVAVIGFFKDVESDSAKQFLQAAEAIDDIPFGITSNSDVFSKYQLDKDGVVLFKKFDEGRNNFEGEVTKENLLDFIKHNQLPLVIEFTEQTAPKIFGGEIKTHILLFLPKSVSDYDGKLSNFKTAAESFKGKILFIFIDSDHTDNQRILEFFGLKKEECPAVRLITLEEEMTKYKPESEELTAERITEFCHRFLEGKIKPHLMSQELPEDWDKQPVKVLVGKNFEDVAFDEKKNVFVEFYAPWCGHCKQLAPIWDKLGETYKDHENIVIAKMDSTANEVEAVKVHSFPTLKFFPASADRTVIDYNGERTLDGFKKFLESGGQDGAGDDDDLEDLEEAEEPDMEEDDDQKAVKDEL
ABCB6 inh 2 = inhibitors of human ABC transporter ABCB6; fluorescence ratio to DMSO, % at 10 µM; Q9NP58; 0.19% of 360,000 active; K562-ABCB6 porphyrin accumulation, flow cytometry, 1 h; stronger effect = lower value;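 active means fluorescence ratio to DMSO below 75%, the collection mean minus 3 SD; inconclusive means too few cells collected in the well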;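 further: signal is porphyrin accumulated inside mitochondria; 100% equals median channel fluorescence of DMSO control wells; lower ratio means ABCB6 inhibition with less porphyrin fluorescence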
Exocytosis inh = lytic granule exocytosis inhibition; inhibition, % at 10 µM; 0.66% of 360,000 active; TALL-104 LAMP-1 surface exposure, flow cytometry; cells stimulated with thapsigargin and PMA;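 active means inhibition above about 55%, limit read from the data; inconclusive means no clear call, values can overlap the other calls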
* marks the source's active call; other numbers are inactive results; ? = inconclusive; / = no result given.

SMILES	H9c2 protect	N-glyco inh	MC4R antagonist	ABHD5 PLIN5 PPI	CaV13 FRET inh	m5-HT2A agonist	MC4R barr agon	PDI turbidity	ABCB6 inh 2	Exocytosis inh
CN1CCc2nc(SCC(=O)Nc3ccc(Cl)cc3)c(C#N)cc2C1	-4	-1	10	2	0	-8	-0.7	13	102	-5
N/C(=N\OC(=O)N1CCOCC1)c1ccc(Cl)cc1	-1	4	12	1	-2	4	-1.6	-2	108	6
CC(C)(C)c1ccc(S(=O)(=O)N2CCN(CCC#N)CC2)cc1	-2	-2	8	-9	10	1	1.5	/	108	-5
C[C@H](CO)N1C[C@H](C)[C@@H](CN(C)C(=O)c2ccccc2)OCc2cnnn2CCCC1=O	1	0	-3	4	-5	2	-1.0	1	105	16
CC(=O)Nc1c(Cl)n(C(C)=O)c2ccccc12	8	1	4	-7	0	-3	-0.6	5	100	-3
CC1(C)CC(=O)c2cc(OCC(=O)N3CCN(c4ccccc4F)CC3)ccc2O1	1	-1	9	0	-9	1	1.0	0	102	-2
COCCN(CCOC)S(=O)(=O)NC[C@H]1O[C@@H](n2cnc3c(N)ncnc32)[C@H](O)[C@@H]1O	2	3	3	3	-5	4	2.7	6	99	-3
CC1(C(=O)NS(=O)(=O)c2cccc(Cl)c2)CCN1C(=O)CCc1cccs1 (centres undefined)	20	0	4	3	-6	13	-0.7	1	95	1
COc1cc(NC(C)CCCN)c2nc(C)ccc2c1Oc1ccc(F)cc1 (centres undefined)	-18	-2	3	-4	-10	-5	2.2	1	106	7
Cc1oc2ccc(OCc3ccc(F)cc3)cc2c1C(=O)O	7	1	13	0	-5	5	0.1	9	100	-2
CCOc1ccc(C(C)=O)cc1N1C(=O)C2C3C=CC(O3)C2C1=O (centres undefined)	-18	-3	-7	30*	/	3	-0.2	-4	99	105*
O=C(CCC(=O)N1CCN(c2ccccc2F)CC1)c1ccc(Cl)s1	-5	2	-2	10	-3	19*	-1.7	11	101	-4
COC(=O)C1=C(C)N(C(C)C)C(=O)C1(NC(C)=O)C(F)(F)F (centres undefined)	4	1	0	2	-8	1	-0.6	-3	100	-1
COc1ccc(C(CNC(=O)c2c(C)nn(Cc3ccc(C)cc3)c2Cl)N2CCOCC2)cc1 (centres undefined)	-7	-5	2	11	-6	1	1.0	-6	95	0
FC(F)(F)c1ccc(C2[C@H]3CN(CC4CCCCC4)[C@H](c4ccccc4)C34CC2(c2cccnc2)C4)cc1 (some centres undefined)	-8	-6	2	10	-8	8	-1.0	0	98	-1
COC(=O)c1cnc(Nc2nc(C(N)c3ccccc3Cl)cs2)nc1C(F)(F)F (centres undefined)	20	1	-1	10	-4	5	-0.4	2	103	-3
CCOC(=O)C1(CCOc2ccccc2)CCN(Cc2cccc(OC)c2O)CC1	-6	-3	7	1	-6	1	0.3	6	94	69*
O=C1CC(=O)C(n2cncn2)C(c2c(F)cccc2Cl)C1 (centres undefined)	10	1	10	1	-6	2	-0.3	1	97	-1
O=C(N/N=C/c1ccncc1)c1ccc(-n2cccc2)cc1	42	0	11	3	-2	-2	-1.9	6	100	4
COc1ccc(/C=N\NC(=O)c2sccc2C)cc1Cn1nc(C)cc1C	-1	?	2	-1	-3	-4	-2.4	-6	99	-1
O=C(NC1CCCCC1)NC1C2CC3CC(C2)CC1C3 (centres undefined)	7	-1	9	3	-7	-6	-0.3	5	94	-1
CCCCNC(=O)c1ccc(CS(=O)(=O)c2ccc(OC)cc2)o1	2	0	13	-5	-2	9	-0.9	/	107	-3
COc1ccc(CNc2ncc(-c3ccc(Br)cc3)n2C)cc1OC	15	0	13	-16	-5	-7	-2.3	15	101	5
COc1ccc(-c2nc(SC(C)C(=O)Nc3ccc(NC(C)=O)cc3)n[nH]2)cc1 (centres undefined)	0	1	-3	7	-6	-7	1.4	-1	96	3

Rewritten with two lines to a compound: part of the list above.
Each structure is followed by: H9c2 protect | N-glyco inh | MC4R antagonist | ABHD5 PLIN5 PPI | CaV13 FRET inh | m5-HT2A agonist | MC4R barr agon | PDI turbidity | ABCB6 inh 2 | Exocytosis inh
CCCCNC(=O)c1ccc(CS(=O)(=O)c2ccc(OC)cc2)o1
    2 | 0 | 13 | -5 | -2 | 9 | -0.9 | / | 107 | -3
COc1ccc(CNc2ncc(-c3ccc(Br)cc3)n2C)cc1OC
    15 | 0 | 13 | -16 | -5 | -7 | -2.3 | 15 | 101 | 5

(cont.)
SMILES	H9c2 protect	N-glyco inh	MC4R antagonist	ABHD5 PLIN5 PPI	CaV13 FRET inh	m5-HT2A agonist	MC4R barr agon	PDI turbidity	ABCB6 inh 2	Exocytosis inh
COc1cccc(CCNC(=O)c2cccc(NC(=O)C3=C(C)OCCS3)c2)c1	14	-1	5	-9	-2	-5	-2.6	6	105	1
CN(C)CCCOc1ccc(C(C)(C)c2ccccc2)cc1	6	-4	-1	6	-8	-5	-1.0	12	100	0
O=C(/C=C/c1ccc([N+](=O)[O-])cc1)NC1CC2CCC1C2 (centres undefined)	5	0	12	0	28	-2	-2.6	-1	101	-4
COC(=O)CSc1nnc(-c2ccncc2)n1N	-1	2	4	2	-3	2	-1.4	-1	101	-3
O=C(Cc1c(Cl)cccc1Cl)N1CCN(S(=O)(=O)c2cccs2)CC1	4	-5	8	-2	-2	0	-0.9	-3	104	-2
O=C(CSc1ccc([N+](=O)[O-])cc1)Nc1cccc(S(=O)(=O)N2CCOCC2)c1	-14	-1	-3	1	-6	-8	-2.6	-10	94	2
Cc1ccc(NC(=S)NCc2ccccc2)cc1S(=O)(=O)N1CCCCC1	-14	-5	25	-9	2	-6	0.8	2	95	-1
CCc1ccc(S(=O)(=O)c2nnn3c2nc(N2CCOCC2)c2ccccc23)cc1	2	1	-6	5	-5	1	-0.3	4	90	5
COc1cc(NS(=O)(=O)c2ccc(NC(=S)NC(=O)COc3ccccc3OC)cc2)nc(OC)n1	3	2	9	-6	-6	-5	-3.5	1	94	-1
C=C(C)C1CC=C(C)/C(=N/NC(=O)c2ccc(NC(=O)CCC)cc2)C1 (centres undefined)	1	2	2	0	-9	0	-1.0	-2	90	-3
Cc1cc(C(=O)COC(=O)C23CC4CC(CC(O)(C4)C2)C3)c(C)n1C	0	-7	5	-6	-6	1	-0.9	-2	98	-8
CCn1c(C(=O)OC)cc2c1ccn2-c1ccc(F)cc1	-18	-4	4	-10	-6	-4	0.5	-6	88	7
CCN(CC)CCNC(=O)c1ccc(NC(=O)c2ccc(C(=O)c3ccccc3)cc2)cc1	-10	-4	-9	-2	-6	-6	-3.3	8	90	-1
CC(=O)N1N=C(c2ccco2)CC1c1cccs1 (centres undefined)	0	-1	9	-4	-11	-3	-0.8	-9	104	-3
CC(=O)c1ccc(N2CCN(C(=S)Nc3ccc(Oc4ccccc4)cc3)CC2)cc1	-28	-12	10	3	0	0	-3.6	-8	89	25
O=C(NC1CCCC1)C1CCCN(S(=O)(=O)c2ccc(F)cc2)C1 (centres undefined)	0	-2	-4	-2	-7	-1	-1.7	7	98	-2
COc1ccccc1N1CCN(S(=O)(=O)c2ccc(Cl)s2)CC1	-9	0	14	-2	-8	-1	0.3	-1	102	3
O=C(Nc1ccccc1)Nc1ccncc1	-11	0	11	-1	0	3	1.4	1	99	-2
O=C(NC1CCCC1)C(c1ccsc1)N(C(=O)Cc1cccs1)c1ccccc1 (centres undefined)	-4	5	5	-1	-9	-2	-1.2	-2	95	-3
O=C(Nc1nnc(C2CCCCC2)s1)C1CC(=O)N(c2ccc(F)cc2)C1 (centres undefined)	0	7	18	2	-3	1	2.7	-2	99	-6
COc1ccc(C2=C(C#N)C(=O)OC2)cc1	12	11	6	3	-6	-1	-1.3	5	104	0
O=S(=O)(Nc1cccc2cn[nH]c12)c1ccc(F)cc1	-6	2	4	8	-7	-2	-1.4	15	97	1
Clc1ccc(/C=C/c2nc3ccccc3[nH]2)c(Cl)c1	-24	-16	1	-2	-4	0	3.0	-1	95	15
CC(C)(C)c1ccc(C(=O)N2CCC2(C)C(=O)Nc2ccc3nc[nH]c3c2)cc1 (centres undefined)	-25	0	15	2	/	-2	-0.4	2	96	-1
COc1cccc(OC)c1C(=O)OCC(=O)NCCNC(=O)COC(=O)c1c(OC)cccc1OC	5	0	-4	1	-6	1	-0.3	9	95	-5
CCCCNC(=O)C1C(c2ccccc2)=Nc2ccccc2N1C(=O)c1ccc2c(c1)OCO2 (centres undefined)	/	/	/	-3	-17	-7	/	/	/	8
COc1ccc(OC)c(NC(=O)NNC(=O)COc2ccc([N+](=O)[O-])cc2)c1	-1	2	5	3	-5	-7	-1.9	18	104	0
Oc1c(C=Nc2ccccc2)sc2ccccc12	-21	-1	-9	0	-3	0	-0.9	0	102	0
COc1ccc(N2C(=O)CC(Sc3nnnn3-c3ccc(F)cc3)C2=O)cc1 (centres undefined)	-27	-1	25	52*	-5	4	-1.2	-3	99	25
Cn1c(=O)c2[nH]c(CCCc3nc4ccccc4[nH]3)nc2n(C)c1=O	2	2	0	-1	-18	-8	-3.5	-3	100	-11
O=P(O)(O)c1ccccc1OCCOCCOc1ccccc1P(=O)(O)O	3	0	2	4	/	1	-1.7	1	105	0
CCn1c(CNC(=O)c2cc(OC)c(OC)c(OC)c2)cc2cc(C)ccc21	-21	3	27	2	-4	10	2.3	-6	102	-13
CCOc1ccc(NC(=S)Nc2ccc(OCC)cc2)cc1	0	1	-9	8	1	2	2.0	2	102	-6
Cc1ccc(CN(C)CC(=O)Nc2ccc3c(c2)CCC3)cc1	-20	2	-4	3	-3	-9	-2.8	6	101	0
Cc1cc(C)[n+](-c2ccc(F)cc2)c2[nH]c(=O)[nH]c(=O)c12	7	1	15	-2	-5	3	0.9	-10	100	-4
O=C(Cn1cncn1)NCc1cc(F)ccc1F	1	2	10	2	-3	4	1.2	11	100	-1
O=C(CCCN1C(=O)/C(=C\c2ccccc2)SC1=S)Nc1ccc(O)cc1	-12	-4	-6	8	1	-3	-1.1	7	93	-1
COc1ccc(-c2cc3ccccc3n2CC(O)CN2CCCCC2)cc1 (centres undefined)	-6	5	2	11	-3	-2	-2.9	9	95	6
O=C(Cc1ccccc1)Nc1c2c(nn1-c1cccc(Cl)c1)CS(=O)(=O)C2	1	0	9	-4	-10	-3	-1.6	0	87	-1
COc1ccc2c(c1)C=C([C@@H]1C[C@H]3CN(c4ccccc4)C(=O)[C@]34CCCN14)CO2	-4	9	6	-2	-2	-1	1.7	-8	98	0
CCc1ccccc1-n1nnnc1-c1cnccc1C(F)(F)F	3	3	6	2	-6	1	0.1	14	97	-3
O=C(c1ccc(Cl)cc1)N1CCC(C(=O)N2CCN(c3ncccn3)CC2)CC1	-5	1	5	5	-3	1	-3.0	-8	93	3
CCOC(=O)c1c(C)[nH]c(C(=O)OCC(=O)Nc2cc(C)nn2-c2ccccc2)c1C	1	-1	2	-5	-6	1	-1.5	-8	100	-2
Cc1ccc2c(c1)C(=O)CC(O)(C(F)F)O2 (centres undefined)	2	0	3	-4	1	1	0.2	-6	98	3
